EWS-Fli inh = EWS/Fli-driven NR0B1 reporter inhibitors, primary screen, A673 cells, NR0B1 luciferase, luminescence, MLPCN library | inhibition, % at 12.6 µM | AID 651661, 2012 | viability-normalised | hit rate 0.67% among 350,000;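 active = mean inhibition of at least 50% after viability correction, with every replicate also passing that limit; inconclusive = mean reaches 50% but only one of two replicates passes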;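 also: firefly luciferase signal divided by Alamar Blue viability fluorescence both relative to DMSO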
F508del corr = F508del CFTR correction, initial screen, CFBE line, single point; hit rate 0.36% among 350,000; CFBE cells, YFP halide quenching; stimulated with forskolin plus potentiator P3; % fluorescence drop versus neutral controls; activity (quench increase), % at 7.58 µM; AID 720511, 2013;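 active = mean added fluorescence quench of at least 8% versus neutral control, with both replicates also reaching 8%; inconclusive = only one of the mean or replicate conditions met; inactive = mean below 8% and not both replicates reaching 8%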;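 also: cells transiently co-express mutant CFTR-F508del with the halide-sensitive YFP; corrector assay measuring rescue of mutant channel to the surface after 24 h compound exposure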
miR122 inh = miR-122 Renilla sensor signal increase in Huh7, primary screen, miR-122 inhibitor project, cell-based, single point, plate reader | hit rate 0.3% among 340,000 | activation (reporter increase), % at 12.5 µM | Huh7 miR-122 Renilla luciferase sensor, 48 h; neutral wells = 0, positive control = 100;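 active = mean replicate activation score at least 90 and every replicate individually at or above 90; inconclusive = only one of the two criteria met; inactive = neither criterion met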;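 also: higher luciferase means less miR-122 activity so hits act as miR-122 inhibitors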
DENV2 CPE rescue = inhibitors of DENV2 cytopathic effect, primary screen, cell-based, plate reader, single concentration | CPE inhibition, % at 9.99 µM | hit rate 1.7% among 350,000 | DENV2-infected cells, cytopathic effect rescue; in the data active = CPE inhibition above about 20%, passing the limit was not always enough; inconclusive = no clear call, values can overlap the other calls; tested in BHK-21 cells;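 also: 0% = median of neutral control wells and 100% = median of positive control wells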
INS-1E GSIS act = GLuc luminescence reporter in INS-1E cells, primary screen for activators of glucose-dependent secretion of insulin; AID 743287, 2014; activation, % at 16.6 µM; INS-1E GLuc reporter insulin secretion, 2-3 h; hit rate 0.61% among 370,000;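 active = lowest replicate activation of at least 40%, so every replicate reaches that level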;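 also: 0% = median of neutral control wells and 100% = median of IBMX positive control wells; some compounds called inactive have numbers as strong as hits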
PAX8 reporter = inhibitors of PAX8-driven TPO luciferase reporter, primary screen, RMG-I cells, single concentration | inhibition, % at 12.6 µM | hit rate 1.2% among 360,000 | SteadyGlo, 24 h;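 active = mean replicate inhibition at least 60% with every replicate also reaching 60%; inconclusive = only one of the two criteria is met; inactive = mean below 60% and not all replicates reaching 60%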;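 also: luciferase light reporting Pax8 driven TPO promoter activity; plate controls were median of neutral control wells for no effect and mitoxantrone controls for full effect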
FN deposition inh = inhibitors of fibronectin matrix deposition, primary screen, AH1F cells, Alexa488-fibronectin fluorescence, plate reader; AH1F fibroblasts, overnight; inhibition, % at 12.6 µM; hit rate 0.086% among 350,000; AID 743247, 2014;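 active = mean inhibition across replicates of 30% or more, regardless of how many single replicates reach that level; inconclusive = mean under 30% yet at least half of replicates reach 30%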;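 also: positive control wells lacked labelled fibronectin entirely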
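Schedule: 1 h cell adhesion before compound, then overnight fibronectin incubation; test system: AH1F fibroblast monolayer depositing Alexa488-labelled fibronectin into matrix; quantity: 10000 AH1F cells per well; probe or stimulus: fluorescent fibronectin at 24 nM final; signal: fluorescence, ex 485 nm, em 525 nm; evaluation: percent inhibition as loss of matrix-bound fibronectin fluorescence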
The depositor's hits bear a star; ? = inconclusive; · = not tested or not shown; [ ] = remark or other dose.

canonical_smiles	miR122 inh	FN deposition inh	F508del corr	PAX8 reporter	DENV2 CPE rescue	EWS-Fli inh	INS-1E GSIS act
COc1ccc(C(=O)C2CCCCC2=O)cc1 (stereo not given)	-2	-3	·	·	·	·	1
CCN(C(=O)COC(=O)c1cnc(C)cn1)c1c(N)n(Cc2ccccc2)c(=O)[nH]c1=O	·	0	-6.9	-3	3	-1	-3
O=C(O)c1cc(N/N=C/C=C/c2ccccc2[N+](=O)[O-])ccc1Cl	-5	-1	1.0	-94	-3	-143	-8
Cc1cc(C)nc(-n2ncc3c2CC(c2ccccc2C)CC3=O)n1 (stereo not given)	7	1	1.3	6	6	-6	7
CN(C)C(=O)c1cccc(-c2ccccc2[C@@H]2[C@@H](C#N)N(C(=O)C3CCCC3)[C@@H]2CO)c1	·	-10	-1.4	-22	17	8	9
COc1cc(/C=C/C(=O)N2CCCN(C(=O)/C=C/c3cc(OC)c(OC)c(OC)c3)CC2)cc(OC)c1OC	3	9	·	-8	·	·	25
O=C(O)C[C@@H]1C[C@@H]2c3cc(NC(=O)c4ccc5c(c4)OCO5)ccc3O[C@@H]2[C@H](CO)O1	3[16.7 µM]	5	-5.3	-4	4	2	-20
O=C(Nc1ccc2c(c1)OCO2)N[C@@H]1CC[C@H](CCNC(=O)C2CCOCC2)O[C@H]1CO	·	11	0.4	·	7	2	17
Cc1ccc(S(=O)(=O)N2CC(C)N(C(=O)N3CCOCC3)C2)cc1 (stereo not given)	-1	3	0.0	1	1	-2	9
CCOC(=O)C1CCCN(C(=S)Nc2cccc(Cl)c2C)C1 (stereo not given)	10	4	-1.4	-6	1	4	-18
CC(C)NC(=O)Nc1ccc2c(c1)C(=O)N([C@H](C)CO)C[C@H](C)[C@H](CN(C)C(=O)C1CCCCC1)OCCCC[C@@H](C)O2	0[16.7 µM]	-7	-2.4	-13	·	2	0
Cc1cc(=O)n2nc(N3CCC(C(=O)NCc4ccc(Cl)cc4)CC3)sc2n1	8	2	2.1	0	-4	1	-10
C[C@@H]1CN([C@H](C)CO)S(=O)(=O)c2ccc(C#Cc3ccc(F)cc3)cc2O[C@H]1CN(C)C(=O)c1ccccn1	36[16.7 µM]	1	0.8	·	-2	18	8
Cc1nn(C)c(C(=O)N/N=C/c2cccnc2)c1Br	-2	-16	-2.8	10	14	-7	4
O=C(Cc1nnc(NC(=O)Nc2ccc(F)cc2)s1)Nc1ccccc1	4	2	-2.7	-1	7	14	-1
COc1ccccc1-c1ccc([C@@H]2[C@@H](C#N)N(C(=O)C3CCCC3)[C@@H]2CO)cc1	·	-1	-4.4	·	12	-7	-7
CCCC(=O)N1CCCC(c2cc(C(=O)Nc3ccc4c(c3)OCO4)no2)C1 (stereo not given)	-4	4	-3.8	-85	-10	-112	35
Cc1cc2c(c(=O)o1)[C@@]1(C(=O)N(C)c3ccccc31)C1=C(CC(C)(C)CC1=O)O2	·	15	-3.3	-10	20	-13	·
CCOc1ccccc1C(=O)NCC(=O)NNC(=O)c1cccc(S(=O)(=O)Nc2ccc(OC)cc2)c1	·	5	-0.8	·	7	-4	-10
COc1ccc(CNC(=O)C(=O)NCC2OCCN2S(=O)(=O)c2ccc(F)cc2)cc1 (stereo not given)	·	2	-0.3	20	3	·	14
COc1cc(O)c(C(CCN2CCN(c3ccccc3)CC2)c2cc(OC)c(OC)c(OC)c2)c(OC)c1 (stereo not given)	-1	-19	-2.2	-7	-6	9	-8
CNC[C@@H]1Oc2cc(C#Cc3ccccc3F)ccc2S(=O)(=O)N([C@H](C)CO)C[C@H]1C	22[16.7 µM]	2	1.2	-10	0	3	-8
O=C1C=C(c2cccc(Cl)c2O)C[C@@H](c2ccc3c(c2)OCO3)C1	1	2	-1.6	-8	·	-7	·
C[C@@H]1CN([C@@H](C)CO)C(=O)c2cc(C#CCC3CCCC3)cnc2O[C@H]1CN(C)S(=O)(=O)c1cccs1	·	·	0.3	38	38*	-12	10
CCC(=O)N[C@H]1CC[C@H](CCn2cc(-c3cccc(OC)c3)nn2)O[C@@H]1CO	·	·	1.8	-8	11	-10	10
CC=Cc1ccc2n(c1=O)C[C@@H]1[C@@H](CO)[C@H](C(=O)NCc3ccccn3)[C@H]2N1CCC (mixture of isomers)	-3[16.7 µM]	·	3.7	-6	-4	0	8
CCCN(CC(=O)Nc1ccccc1OC)C(=O)c1cc(S(=O)(=O)NCc2ccccc2)ccc1C	32	·	-1.4	9	1	·	-21
CCC(=O)N1C[C@H](O)COC[C@@H]2O[C@H](CC(=O)NCc3cc(F)cc(F)c3)CC[C@H]21	-5[16.7 µM]	-12	-2.3	-7	1	-5	11
COc1ccc(S(=O)(=O)N(C)C[C@@H]2Oc3ccc(NC(=O)NC(C)C)cc3CC(=O)N([C@H](C)CO)C[C@H]2C)cc1	-4[16.7 µM]	13	0.7	-5	-5	-7	-9
COc1ccccc1NC1=C(Cl)C(=O)OC1OC(=O)c1ccco1 (stereo not given)	·	8	-2.6	2	0	7	-8
CC1CN(C/C(=N\O)C23CC4CC(CC(C4)C2)C3)CC(C)O1 (stereo not given)	-8	1	-1.1	1	20	4	9
Cc1ccc(C)c(NS(=O)(=O)c2cc(C(=O)NCCSC3CCCCC3)ccc2C)c1	45	·	-2.2	·	-3	3	-12
CC12CCC(=O)N1C(C(=O)Nc1ccc(Cl)c(S(=O)(=O)N3CCCCC3)c1)CS2 (stereo not given)	·	-5	0.3	-9	-8	9	-44
O=C(C[C@H]1CC[C@@H]2[C@H](COC[C@@H](O)CN2C(=O)c2ccncc2)O1)NCc1cccc(F)c1	-1[16.7 µM]	1	-2.4	-16	-3	9	7
C[C@@H]1CN([C@H](C)CO)C(=O)c2c(c3ccccc3n2C)-c2ccccc2CO[C@H]1CN(C)C(=O)CCN(C)C	·	-9	-2.0	-21	-1	-4	1
NS(=O)(=O)c1ccc(NC(=S)NC(=O)c2ccc3c(c2)OCO3)cc1	3	-4	4.2	-20	1	-15	14
Cc1ccc(-c2nnn(CC(=O)N(Cc3ccco3)C(C(=O)NC(C)(C)C)c3ccc(C)o3)n2)o1 (stereo not given)	·	-12	4.2	40	·	13	-7
C[C@@H]1CN([C@@H](C)CO)C(=O)c2cc(NC(=O)Cn3cnnn3)ccc2O[C@@H]1CN(C)Cc1ccccc1	4[16.7 µM]	·	-0.9	4	0	5	9
Cc1cccc2sc(NC(=O)C3CC3)nc12	-6	-5	0.5	-35	0	-27	4
Nc1nc2c(ncn2[C@@H]2O[C@H](C(=O)NCC3CCCCC3)[C@@H](O)[C@H]2O)c(=O)[nH]1	·	-4	1.9	1	-7	3	·

Reprinted from the part before: two entries, then new ones.
canonical_smiles	miR122 inh	FN deposition inh	F508del corr	PAX8 reporter	DENV2 CPE rescue	EWS-Fli inh	INS-1E GSIS act
Cc1cccc2sc(NC(=O)C3CC3)nc12	-6	-5	0.5	-35	0	-27	4
Nc1nc2c(ncn2[C@@H]2O[C@H](C(=O)NCC3CCCCC3)[C@@H](O)[C@H]2O)c(=O)[nH]1	·	-4	1.9	1	-7	3	·
O=C(CCN1C(=O)c2ccccc2C1=O)Nc1cccc(F)c1	·	·	0.0	·	1	1	3
N#CCCN1CCN(CCC#N)C1=S	-5	·	2.4	14	-6	8	-15
COCCCNC(=O)CSc1nc2cc3c(cc2c(=O)n1CCCC(=O)NCc1ccc(OC)cc1)OCO3	-1	-7	4.1	8	·	-1	-1
COc1ccc(C(=O)N/N=C/c2ccc(OC)c(CSc3ccccn3)c2)cc1	·	·	1.0	-18	-5	5	1
Cc1ccc(S(=O)(=O)CCC(=O)OC(C)C(=O)N2CCc3ccccc32)cc1 (stereo not given)	-12	0	2.1	-7	10	-4	-4
O=C1C2(CCCC13COC(c1ccc(O)cc1)OC3)COC(c1ccc(O)cc1)OC2 (stereo not given)	·	3	0.1	7	28*	-2	14
C[C@H]1CN([C@@H](C)CO)C(=O)c2cc(NC(=O)Cn3cnnn3)ccc2O[C@H]1CN(C)C(=O)Nc1cccc2ccccc12	-15[16.7 µM]	·	2.0	·	-1	-3	8
CCOC(=O)c1ccsc1NC(=O)c1ccco1	·	5	0.6	-19	?	-2	77
COc1ccc(C(=O)NCC(=O)NCC(=O)OCC(=O)C(C)(C)C)cc1	-5	-2	·	-3	·	·	12
Cc1ccc(/C=N/NC(=O)c2ccc(NC(=O)c3ccccc3Cl)cc2)o1	·	9	-2.1	3	3	1	11
COc1ccc(Cl)cc1NC(=O)NCc1cccnc1	0	6	-1.0	-8	-3	-1	22
CN(C)S(=O)(=O)c1ccc(SCC(=O)Nc2cccc(S(=O)(=O)N3CCCC3)c2)nc1	-10	9	-0.1	-1	0	0	2
C/C(=N\OCC(=O)OCC(=O)NCc1ccccc1)c1ccc2c(c1)OCO2	·	-6	-1.2	-8	-3	-5	19
CC(=O)c1cccc(NC(=S)NC(=O)c2ccc(C)cc2)c1	·	·	0.7	-200	-2	-54	4
O=C(NC1CC2CCCC(C1)N2Cc1ccccc1)c1ccc([N+](=O)[O-])cc1 (stereo not given)	0	-1	3.1	13	?	7	-1
O=C1CNC(=O)/C(=C\c2ccccc2)N1	2	2	-3.0	5	-1	-2	22
O=C(NCC1CCCO1)C1CCCN1C(=O)NC1CCCCC1 (stereo not given)	2	-1	·	-9	·	·	·
COc1ccc(C(=O)Nc2ccccc2C(=O)Nc2ccncc2)cc1	-1	-1	0.0	-89	16	·	45*
CCCCCC(=O)N1CCCC1	·	-1	-0.4	13	-4	-2	-3
CC(=O)c1ccc(N2CCN(S(=O)(=O)c3cc(-c4cc(C)no4)ccc3C(C)C)CC2)cc1	·	-2	1.9	6	3	8	-2
CC(/C=N/NC(=O)CSc1nc2ccccc2n1C)=C\c1ccco1	·	0	·	15	·	·	-17
CCCNC(=O)N1CC2(CCN(C(=O)C3CCOCC3)CC2)c2c([nH]c3cc(OC)ccc23)[C@H]1CO	·	-10	-0.8	-13	-6	-1	-6
O=C(C[C@H]1CC[C@@H](NC(=O)c2cccc(F)c2)[C@H](CO)O1)NCc1ccccc1	·	-4	-1.3	1	1	-3	0
C[C@H](CO)N1C[C@H](C)[C@H](CN(C)C(=O)C2CCC2)Oc2cc(C#CC(C)(C)O)ccc2S1(=O)=O	7[16.7 µM]	1	-5.0	·	-5	-2	22
C[C@@H]1CN([C@H](C)CO)C(=O)c2cccc(NS(=O)(=O)c3ccccc3)c2O[C@H]1CN(C)Cc1ccc(Oc2ccccc2)cc1	-1[16.7 µM]	·	-3.9	4	-13	-6	-15
O=C(COC(=O)C1CC2C=CC1C2)NCc1ccc(F)cc1 (stereo not given)	-1	3	·	-9	·	·	-10
Cc1coc2cc3oc(=O)c(CCC(=O)NCc4ccccn4)c(C)c3cc12	-5	·	0.8	·	-8	-16	8
Cn1cnc(S(=O)(=O)N2CCCCN3[C@H](CO)[C@@H](c4ccc(-c5ccccc5F)cc4)[C@H]3C2)c1	-6[16.7 µM]	·	-3.5	-7	-1	2	-12
COc1ccc(C(=O)Nc2ccc(Cl)c(S(=O)(=O)N3CCOCC3)c2)cc1	-1	1	-0.3	33	-6	16	-24
O=C(Nc1ccccc1N1CCOCC1)C1CCCCN1S(=O)(=O)c1ccccc1 (stereo not given)	·	-5	2.5	33	3	-1	-21

From PubChem
